# Compound activity from PubChem.
# Abeta yeast res: A-beta toxicity reversal in yeast. yeast expressing A-beta42, growth rescue, OD600, 48 h; response scale: 0% DMSO, 100% iron-clioquinol control. Potency, µM (titrated, usually from 46.1 µM), for inactives: top-dose growth rescue, usual class: activators. actives 0.063% (n = 410,000). AID 1347071; also: potency is read from the fitted curve at half-maximal effect; nearly all actives have a fitted effect of over 55% in size
#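 Yeast A-beta toxicity model in growth medium with pinned compounds, 48 h at 30 C; growth read as absorbance at 600 nm. Normalized to FeCl3/clioquinol equimolar mix (positive) and DMSO (negative).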
# FUS suppressor: suppressors of FUS proteinopathy in yeast; S. cerevisiae FUS-expressing, growth rescue, OD600, 24 h; Potency, µM (doses to about 76.6 µM), for inactives: at the top dose growth rescue (activation), usual class: activators; actives 0.24% (n = 390,000); AID 1347120;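 also: potency is read from the fitted curve at half-maximal effect; plate controls were DMSO vehicle for no effect and reference control for full effect; nearly all actives have a fitted effect of over 55% in size; some results filed as inactive show a strong effect at the top dose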
#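 FUS-expressing yeast, raffinose-pregrown, induced in 2% galactose minimal medium at OD 0.005; compounds in a dilution series, 24hr at 30C. Growth restoration read as absorbance at 600 nm. CP55940 positive control, DMSO negative.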
# PLK1 PBD block: PLK1 (human) polo-box domain binding inhibition. P53350. Plk1 PBD binding of FITC phosphopeptide, fluorescence polarization. Potency, µM, without a hit: max response, negative = inhibition, usual class: inhibitors. actives 2.8% (n = 360,000). AID 720504; also: potency is read from the fitted curve at half-maximal effect; series mostly up to about 57 µM; % is scaled to controls: 0 for no effect and ±100 for the full control effect; nearly all actives have a fitted effect of over 65% in size
# Target sequence (P53350 whole entry, looked up, the tested form may be a part): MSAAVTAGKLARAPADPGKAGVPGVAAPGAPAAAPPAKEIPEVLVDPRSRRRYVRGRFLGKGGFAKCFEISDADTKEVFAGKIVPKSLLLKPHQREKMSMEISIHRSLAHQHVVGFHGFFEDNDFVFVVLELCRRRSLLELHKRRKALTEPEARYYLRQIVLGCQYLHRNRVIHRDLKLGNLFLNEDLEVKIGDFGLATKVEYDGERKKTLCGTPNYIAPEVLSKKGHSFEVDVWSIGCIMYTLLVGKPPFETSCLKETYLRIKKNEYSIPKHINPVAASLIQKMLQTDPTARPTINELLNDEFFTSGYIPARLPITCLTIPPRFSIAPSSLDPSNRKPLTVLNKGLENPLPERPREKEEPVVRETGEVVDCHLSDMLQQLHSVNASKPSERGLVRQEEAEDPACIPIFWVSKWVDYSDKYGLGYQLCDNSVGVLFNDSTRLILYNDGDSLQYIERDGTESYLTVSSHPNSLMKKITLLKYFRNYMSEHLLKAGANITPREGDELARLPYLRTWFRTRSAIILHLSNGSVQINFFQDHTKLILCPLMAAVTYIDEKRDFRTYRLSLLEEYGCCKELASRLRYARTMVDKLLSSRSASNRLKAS
# PI5P4Ka inh: PI5P4K alpha (human) kinase inhibition. P48426. PI5P4Kalpha enzyme, ADP-Glo luminescence, 60 min; stronger effect = lower value. max response, %. actives 1.2% (n = 330,000). AID 652105; active = max response of -50% or lower; inconclusive = between -30% and -50%; inactive = -30% or higher; also: value at the top dose of about 77 µM; % is scaled to controls: 0 for no effect and ±100 for the full control effect
# Target sequence (P48426 whole entry, looked up): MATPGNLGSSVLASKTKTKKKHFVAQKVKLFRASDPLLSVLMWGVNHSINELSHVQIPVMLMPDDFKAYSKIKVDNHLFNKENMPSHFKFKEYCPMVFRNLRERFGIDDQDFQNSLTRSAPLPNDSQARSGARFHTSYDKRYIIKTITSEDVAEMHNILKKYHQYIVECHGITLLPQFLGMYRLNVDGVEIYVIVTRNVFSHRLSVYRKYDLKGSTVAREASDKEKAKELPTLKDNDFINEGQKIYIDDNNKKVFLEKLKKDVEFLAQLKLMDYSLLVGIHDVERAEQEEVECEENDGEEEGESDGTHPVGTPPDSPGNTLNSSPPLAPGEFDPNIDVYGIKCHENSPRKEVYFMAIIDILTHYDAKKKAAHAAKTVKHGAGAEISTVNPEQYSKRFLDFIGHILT
#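 qHTS, 1536-well: enzyme/substrate mix, compound by pin tool, 5 microM ATP final; RT 60 min; ADP-Glo reagents 1 (45 min) then 2 (30 min); luminescence.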
# IL-2 act: IL-2 activation. IL-2 activation reporter assay, cell-based qHTS; stimulated with anti-CD3/CD4/CD28 beads; in transgenic mouse T cells. activation, % (series mostly up to about 46 µM). actives 0.065% (n = 360,000). AID 652025; in the data active = activation above about 50%; inconclusive = mostly about 30% to 49%; also: 0% is about no effect
#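 Using fluorescent plate cytometry, EGFP and DsRed are detected in transgenic mouse T cells stimulated 18 h at 37 degrees C with antibody-coated beads after 60 min compound pretreatment.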
# EPAC1 antagonist: antagonists of human EPAC1; O95398; EPAC1 GEF assay, Rap1b-BODIPY-GDP exchange fluorescence; Potency, µM (doses to about 115 µM), without a hit: top-dose activity change, negative = inhibition, usual class: inhibitors; actives 0.14% (n = 360,000); AID 720709;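 also: potency is read from the fitted curve at half-maximal effect; plate controls were vehicle for no effect and positive control for full effect; nearly all actives have a fitted effect of over 50% in size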
# EPAC1 ag: activates human EPAC1 exchange factor. O95398. EPAC1 agonist qHTS, biochemical assay; response scale: 100% = response to 6.5 mM cAMP. Potency, µM (highest dose often 154 µM), without a hit: top-dose activation, most hits filed as activators. actives 0.073% (n = 360,000). AID 720707; also: potency is read from the fitted curve at half-maximal effect; nearly all actives have a fitted effect of over 60% in size
#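 Multi-concentration qHTS readout: loss of Rap1B-bound BODIPY-GDP fluorescence driven by 100 nM EPAC1 with excess GDP (50 uM), monitored kinetically at room temperature; agonist response expressed relative to 6.5 mM cAMP.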
# WRN inhibitor: blocks human WRN helicase; WRN helicase unwinding, fluorescent forked duplex, kinetic; Potency, µM (doses to about 114 µM), for the others: top-dose activity change, negative = inhibition, most hits filed as inhibitors; Q14191; actives 0.46% (n = 360,000); AID 651768; also: potency is read from the fitted curve at half-maximal effect; % is scaled to controls: 0 for no effect and ±100 for the full control effect; nearly all actives have a fitted effect of over 55% in size
#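 WRN at 20 nM final preincubated with compound 15 min at room temperature; reaction started with 100 nM fluorophore/quencher forked duplex oligonucleotide and 2 mM ATP final. Unwinding followed kinetically by red fluorescence (ex 525, em 598 nm).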
# Numbers without * were called inactive; u = inconclusive; x = no result given; & = joins results of further samples; [ ] = another dose, or the depositor's remark. Unless noted, calls follow the shape of the dose curve; as a rule, active = well fitted curve in the direction sought with a large enough effect; inconclusive = small, poorly fitted or top-dose-only effect, or another doubt; inactive = no such curve, though single readings can be large; an effect the other way counts as inactive or inconclusive.
SMILES,Abeta yeast res,FUS suppressor,PLK1 PBD block,PI5P4Ka inh,IL-2 act,EPAC1 antagonist,EPAC1 ag,WRN inhibitor
Cc1ccc2c(C)c(C(=O)N(C)CCC3CCCCO3)oc2c1C (centres undefined),-9%,27%,u,4,-2.5,-18%,-16%,-6%
COc1ccc(S(=O)(=O)N2CCCCC2)cc1C(=O)Nc1cc(C)on1,13%,-2%,2%,-5,0.1,1%,2%,9%
NC(=O)C(Cc1ccccc1)NS(=O)(=O)c1ccc(N2CCCC2=O)cc1 (centres undefined),-17%,6%,-7%,x,-2.8,8%,11%,-2%[57.1 µM]
N#CCSc1nnc(N)s1,14%,-38%,-2%,-7,0.7,-4%,12%,-4%
Cc1c(C(=O)Nc2ccc(Nc3ccccc3)cc2)cccc1[N+](=O)[O-],11%,-4%,-8%,-6,0.0,-14%,4%,-2%
CC1(C)CC(=O)C(C=Nc2ccc3cn[nH]c3c2)=C(O)C1,3%,1%,-3%,x,-1.3,1%,2%,-2%
O=C(Nc1ccccc1)Nc1ccc(C(=O)N2CCOCC2)cc1,-29%,24%,-9%,x,-0.9,-1%,7%,-1%
CC(=O)c1cc2c(cc1NC(=O)c1cccc(S(=O)(=O)N3CCN(C)CC3)c1)OCO2,8%,-5%,-3%,-1,-0.1,-9%,15%,-13%
CC(=O)Nc1nnc(CCS(=O)(=O)c2ccc(C)c(C)c2)s1,-13%,-36%,-2%,-1,-0.3,u,-4%,-6%
COc1ccccc1N1CCN(CCC(=O)Nc2cccc(Cl)c2)CC1,12%,-28%,-8%,-3,-1.2,-22%,-1%,3%
C[C@H](Nc1ncnc2sc3c(c12)CCC3)C(=O)O,0%,-22%,-1%,-5,-0.4,1%,-2%,-1%
CCc1cc2c(-n3nc(C)cc3C)ncnc2s1,-22%,21%,-12%,x,-0.1,-4%,-1%,0%
CCCCCN(C(=O)CCC(=O)OCC(=O)c1cccc(OC)c1)c1c(N)n(CCCC)c(=O)[nH]c1=O,-6%,u,5%,14,-0.5,3%,7%,-5%
CCOc1ccc(NC(=O)N2CCN(c3nc4ccccc4s3)CC2)cc1,16%,-28%,-8%,0,0.1,5%,10%,-10%
NS(=O)(=O)c1ccc(NCCCn2ccnc2)c([N+](=O)[O-])c1,-2%,16%,-3%,3,-3.0,11%,5%,2%
Cc1ccc(OC(=O)CCC(=O)Nc2ccc(C)c(C)c2)cc1,27%,-3%,-4%,-1,-1.5,10%,13%,-6%
Cc1cccc(Oc2nc3c(c(=O)n(C)c(=O)n3C)n2C)c1,-13%&-12%,-24%&3%,-14%,-4,-3.1,-2%,-1%,-8%
Cc1cc(N2CCN(C)CC2)nc2ccc(NC(=O)CCC(=O)NCCCOC(C)C)cc12,-4%,8%,-11%,-2,-0.4,3%,2%,5%
COc1cccc(CNc2nc(C(F)(F)F)nc3ccccc23)c1,u,10%,-7%,28,-3.0,-25%,11%,-11%
Cc1cc(C)cc(N(CCC(=O)Nc2nnc(C3CC3)s2)S(=O)(=O)c2ccc(Cl)cc2)c1,26%,u,-10%,5,3.6,-28%,-8%,-13%
COc1ccc(CSc2nc(C)[nH]c2[N+](=O)[O-])cc1[N+](=O)[O-],6%,-7%,-5%,-5,1.8,-10%,2%,-35%
CCCCN(CCCC)C(=O)CN(C)S(=O)(=O)c1ccc2c(c1)n(C)c(=O)c(=O)n2C,7%,14%,-2%,x,-1.1,1%,-4%,5%
COc1cccc(CNc2nc3cc(-c4cccc(C(F)(F)F)c4)sc3c(=O)n2C)c1,12%,-40%,-4%,25,0.2,-12%,2%,3%
Cc1ccc(-c2noc(CNCCCN(C)C)n2)cc1,-12%,31%,-13%,7,-0.1,14%,-4%,-9%
O=C(c1nc2ccc(Cl)cn2c1CNCCn1ccnc1)N1CCCCCCC1,6%,-16%,-13%,-3,-2.6,-6%,5%,4%
SMILES,Abeta yeast res,FUS suppressor,PLK1 PBD block,PI5P4Ka inh,IL-2 act,EPAC1 antagonist,EPAC1 ag,WRN inhibitor
CCc1ccccc1N(C(=O)Cn1nnc2ccccc21)C(C(=O)NCCOC)c1ccco1 (centres undefined),5%,16%,-2%,-1,-1.9,1%,-3%,-1%
CCCN1CCN(C(=O)c2nn(-c3ccc(OC)cc3)c(=O)c3c2c2ccccc2n3C)CC1,-9%,-10%,-7%,-1,1.4,-2%,8%,1%
COc1ccc(-c2nc(-c3ccccc3OC)no2)cc1OC,-20%,36%,-1%,x,-0.7,11%,12%,-13%
O=C(CN1C(=O)NC2(CCCCCC2)C1=O)N1CCCCC1,-5%,5%,-17%,-1,2.3,-24%,3%,7%
COC(=O)c1ccccc1NC(=O)c1ccccc1N(C)S(=O)(=O)c1ccccc1,-15%,14%,-19%,3,-4.0,u,-2%,-17%
CC(C)[C@H]1C(=O)Nc2ccccc2N1C(=O)N[C@@H](Cc1ccccc1)C(=O)N[C@H](C(=O)O)c1ccccc1,-16%,-15%,-3%,-5,-1.0,1%,-5%,4%
CCCCn1c(NC(=O)C2CCCCC2)nc2ccccc21,25%,-8%,5%,0,-0.3,-3%,-5%,-8%
Cc1cc(C)n(CC(O)Cn2c(C)c(C)c3ccccc32)n1 (centres undefined),39%,16%,-1%,3,3.2,-4%,0%,-7%
CSCCC(=O)N1CCCC(N(C)CCc2ccccc2)C1 (centres undefined),-1%,-20%,-10%,5,0.4,8%,5%,-10%
O=C(O)c1ccc(/C=C/c2ccc3cccc(O)c3n2)cc1,-9%,-6%,-12%,-24,-0.2,16%,-10%,-22%
O=C(O)c1ccc(Cl)c(NCc2cccs2)c1,-1%,-1%,0%,2,-0.3,4%,5%,0%
CC1CN=C(c2ccccc2)O1 (centres undefined),-4%,-8%,1%,3,-0.7,-1%,5%,-1%
Cc1ccc(C(=O)Nc2sc(C)c(C)c2C(=O)c2ccccc2)cc1,-2%,x,3µM*,-5,-2.3,71%[activator],u,-20%
COc1ccc(C(=O)OCC(=O)NC(=O)NC(C)C)cc1OC,-95%[inhibitor],1%,-2%,-4,0.1,-2%,7%,-9%
Cc1ccccc1Cn1cccc1/C=C1/C(=N)N2C=CSC2=NC1=O,-4%,26%,5%,-24,-0.3,16%,-40%[inhibitor],-25%
CCOC(=O)Cn1cc(/C=C(\C#N)C(=O)N2CCOCC2)c2ccccc21,6%,-15%,-1%,2,2.9,14%,0%,-5%
COC(=O)c1c(C)[nH]c(C(=O)COC(=O)Cc2ccc3c(c2)OCCO3)c1C,24%,17%,0%,x,1.8,-2%,-2%,1%
COc1cccc(OC)c1C(=O)Nc1nnc(-c2cccs2)s1,14%,-21%,17µM*,-16,0.7,1%,5%,-1%
CCc1ccc2[nH]c(=O)c(CN(CCCN3CCOCC3)C(=O)Nc3cccc(Cl)c3)cc2c1,17%,29%,-7%,-3,0.1,-10%,2%,-12%
COc1cccc(NC(=O)CSc2nc3ccccc3c(=O)n2CCCC(=O)N2CCCC2)c1,4%,x,0%,-1,6.5,-7%,-7%,-2%
Cc1cc(Nc2cccc(Cl)c2Cl)n2ncnc2n1,-8%,-3%,-12%,-13,-1.8,14%,-7%,2%
CCOC(=O)/C=c1\s/c(=C\c2ccc(-c3ccccc3)cc2)c(=O)n1CC(=O)NCc1ccc2c(c1)OCO2,20%,x,15%,-29,-0.2,-21%,-5%,-6%
O=C(Nc1ccc(N2CCCC2)cc1)C(Cl)c1ccccc1 (centres undefined),4%,u,-29%,-18,0.0,2%,1%,-10%
Cc1sc(NC(=O)c2ccco2)c(CN2CCN(c3ccc(F)cc3)CC2)c1C,28%,13%,-4%,0,-0.8,-13%,11%,11%
O=C(Nc1ccc2nc(-c3cccnc3)[nH]c2c1)C1CCCCC1,0%,20%,-2%,0,2.6,2%,4%,-16%
SMILES,Abeta yeast res,FUS suppressor,PLK1 PBD block,PI5P4Ka inh,IL-2 act,EPAC1 antagonist,EPAC1 ag,WRN inhibitor
C[C@H](O)[C@@H]1C(=O)N2CCc3ccc(N4CCN(C)CC4)cc3[C@@H]2C[C@@H]1N(C)C(=O)c1ccc(C#N)cc1,-7%,-26%,1%,2,0.8,0%,-7%,6%
CN1CCN(c2ccc(S(=O)(=O)N3CCCCC3)cc2NC(=O)/C=C/c2ccc(OC(F)F)cc2)CC1,-1%,45%,-3%,-4,-3.1,-27%,3%,1%
COc1ccc(NC(=O)CCC(=O)NCc2ccco2)c([N+](=O)[O-])c1,-5%,28%,9%,-3,0.0,-5%,-6%,2%
COc1ccc(S(=O)(=O)n2ccc(-c3ccc4c(c3)CCC(C)(C)O4)n2)cc1,20%,-10%,5%,16,-2.9,-30%,9%,-2%
CCC(CC)c1nnc(NC(=O)c2cc([N+](=O)[O-])ccc2N2CCCCC2)s1,-13%,-4%,-28%,-1,2.4,33%[activator],3%,-9%
COc1cc(C(=S)N2CCCCC2)ccc1O,-8%,-8%,u,x,-0.7,2%,9%,-8%[57.1 µM]
CCCCC(CC)CNC(=O)C(Cc1ccccc1)NS(=O)(=O)c1ccc2c(c1)CCC(=O)N2 (centres undefined),2%,-4%,-3%,-11,-1.1,-11%,-5%,4%
C=C(C)CN=CC1(C)CCC(C)=CO1 (centres undefined),23%,2%,-1%,-1,-0.2,-2%,-11%,-19%
COc1ccc(C[C@H]2CN3C(=NC[C@@H]3C(C)C)N2CCNC(=O)c2ccc(C)c(Br)c2)cc1,-5%,13%,-16%,-3,-0.8,-9%,-2%,5%
CCOC(=O)C1(Cc2cccc(Cl)c2)CCCN(C(=O)CCC(=O)N(C)C)C1 (centres undefined),-5%,-3%,-17%,4,-2.0,-2%,7%,8%
O=S(=O)(NCc1ccccc1)c1ccc(NC(=S)NCc2ccco2)cc1,-25%,21%,-20%,-2,2.2,-10%,12%,-23%
O=C(c1ccccc1)c1cc(-c2ccccn2)c(N2CCOCC2)s1,4%,16%,-6%,2,-2.0,-13%,11%,2%
CCOc1ccccc1NCc1cc(=O)oc2cc(C)c(O)cc12,2%,-9%,3%,4,-2.1,19%,-1%,5%[57.1 µM]
CC(C)CC1(C)NC(=O)N(CC(=O)Nc2ccc(F)c(F)c2F)C1=O (centres undefined),1%,x,-2%,0,0.7,1%,0%,0%

# Compound profiles, from the list above. Values in the order: Abeta yeast res	FUS suppressor	PLK1 PBD block	PI5P4Ka inh	IL-2 act	EPAC1 antagonist	EPAC1 ag	WRN inhibitor
# Entry for COc1cc(C(=S)N2CCCCC2)ccc1O : -8%	-8%	u	x	-0.7	2%	9%	-8%[57.1 µM]
# Entry for O=C(c1ccccc1)c1cc(-c2ccccn2)c(N2CCOCC2)s1 : 4%	16%	-6%	2	-2.0	-13%	11%	2%

# Rows are unselected; overall some 4.1% were active at least once.
